KCNQ2 block = KCNQ2 channel blockers in CHO-K1 cells – cell-based, FluxOR thallium flux, B-score, primary screen (AID 2156); 310,000 compounds, 1.1% hits; O88943; B-score at 10 µM; 20 min; active compounds read low;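 active = fluorescence ratio B-score at most minus 3 library SDs, with starting brightness B-score within 2 library SDs, cut at about -5.5 in these data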
Target sequence (O88943 whole entry, looked up): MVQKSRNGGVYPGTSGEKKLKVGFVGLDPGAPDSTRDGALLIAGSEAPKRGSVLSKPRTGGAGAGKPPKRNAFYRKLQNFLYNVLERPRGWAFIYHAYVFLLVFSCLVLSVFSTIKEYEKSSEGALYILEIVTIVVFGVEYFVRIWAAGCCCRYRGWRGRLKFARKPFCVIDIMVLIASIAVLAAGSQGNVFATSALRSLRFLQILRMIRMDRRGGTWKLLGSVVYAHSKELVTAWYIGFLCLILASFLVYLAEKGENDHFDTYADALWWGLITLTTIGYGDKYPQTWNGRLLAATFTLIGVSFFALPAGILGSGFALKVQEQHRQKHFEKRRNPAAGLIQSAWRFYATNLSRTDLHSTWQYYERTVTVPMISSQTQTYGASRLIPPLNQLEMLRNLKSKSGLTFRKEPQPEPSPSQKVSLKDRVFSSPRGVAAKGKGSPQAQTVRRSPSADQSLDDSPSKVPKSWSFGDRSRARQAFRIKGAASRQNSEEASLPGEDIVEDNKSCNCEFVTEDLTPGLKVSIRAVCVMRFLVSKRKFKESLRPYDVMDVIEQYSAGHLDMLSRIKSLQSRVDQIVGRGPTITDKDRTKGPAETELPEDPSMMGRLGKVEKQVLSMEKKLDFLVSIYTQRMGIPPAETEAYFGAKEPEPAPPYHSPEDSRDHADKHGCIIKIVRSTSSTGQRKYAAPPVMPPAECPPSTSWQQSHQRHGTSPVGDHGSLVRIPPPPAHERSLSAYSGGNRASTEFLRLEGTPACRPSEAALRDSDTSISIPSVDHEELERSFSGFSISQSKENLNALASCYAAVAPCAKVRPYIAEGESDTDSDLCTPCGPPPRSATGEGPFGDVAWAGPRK
Kir21 block = blocks the mouse Kir2.1 inward-rectifier potassium channel; B-score at 10 µM; P35561; 310,000 compounds, 0.85% hits; HEK293-Kir2.1, FluxOR thallium flux fluorescence; active compounds read low; AID 1672;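 active = fluorescence ratio B-score at or below minus 3 SD of library scores, with starting-brightness B-score within 2 SD, cut at about -4.2 in these data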;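 also: channel flux triggered by added potassium and thallium sulfate stimulus; B-score of peak minus minimum fluorescence over baseline after thallium stimulus; more negative B-score means stronger Kir2.1 block with less thallium influx; some compounds called inactive have numbers as strong as hits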
* hit, by the source's call; i = inactive.

KCNQ2 block	Kir21 block	smiles
i	-0.1	COc1c(C)cccc1C(=O)Nc1ccc(CN2CCOCC2)cc1
i	-1.1	CC(NC(=O)c1cc([N+](=O)[O-])cc([N+](=O)[O-])c1)c1ccc(-n2ccnc2)cc1 (stereo not drawn)
i	-0.07	COc1ccc(OC)c(Nc2ncnc3c2cnn3-c2ccccc2)c1
i	-1.21	CCCNC(=O)c1ccccc1NC(=O)CN(c1ccccc1OCC)S(C)(=O)=O
i	0.24	CCOC(=O)C1=C(N)n2c(s/c(=C/c3ccco3)c2=O)=C(C(=O)OC)C1c1ccco1 (stereo not drawn)
i	1.48	Cc1cc(NC(=O)c2ccc(Cl)cc2Cl)n(CCC#N)n1
i	-1.92	CSc1cnn(-c2ccccc2)c(=O)c1SC
i	-1.69	Cc1ccccc1OCCC(=O)OCC(=O)Nc1cc(S(=O)(=O)N2CCOCC2)ccc1Cl
i	-0.66	CC(C)(C)c1ccc(Oc2coc3cc(OCC(=O)O)ccc3c2=O)cc1
i	1.7	COc1ccc(NC(=O)c2noc3c2CCCCC3)cc1
i	-0.17	O=C(CSCc1ccccc1)Nc1ccc(F)c(F)c1
i	0.17	Cc1ccc(-n2c(-c3nn(C)c(C)c3Cl)n[nH]c2=S)cc1
i	-3.94	CCOCCCNC(=S)NCCNc1nc2c(C)cccc2cc1C#N
i	-0.75	CC(=O)CCc1ccc(Oc2nc(-c3cccnc3)nc3ccccc23)cc1
i	-0.38	CCOC(=O)Cc1csc(NC(=O)NC2(C(F)(F)F)Oc3cc(Cl)c(Cl)cc3O2)n1
i	0.14	Cc1ccccc1N(CC(=O)NCc1ccc2c(c1)OCO2)C(=O)CCC(=O)Nc1ccccn1
i	-1.45	Cc1ccc(OC(C)C(=O)Nc2ccccc2C(=O)N2CCN(C)CC2)cc1 (stereo not drawn)
i	1.43	CC1CCN(C(=O)CNC(=O)Cn2ccc3ccccc3c2=O)CC1
i	-1.43	O=C(Nc1ccccc1-c1ccccc1)c1ccc(Cl)c([N+](=O)[O-])c1
i	0.4	Oc1ccc(N=Nc2nc(-c3ccccc3)c(-c3ccccc3)[nH]2)cc1
i	0.12	CCOC(=O)c1c(C)[nH]c(N=Nc2ccccc2)c1C
i	-0.34	CC(=O)Nc1nnc(S(=O)(=O)N2CCN(c3ccc([N+](=O)[O-])cc3Cl)CC2)s1
i	-0.91	Cc1ccc(Oc2nc3ccccn3c(=O)c2/C=C(\C#N)C(=O)Nc2c(C)n(C)n(-c3ccccc3)c2=O)c(C)c1
i	1.69	O=C(CN1CCCCC1)Nc1ccc(F)c(Cl)c1
i	-2.11	CCOC(=O)C1=NN(C(=O)Nc2cccc(C(F)(F)F)c2)C2C(=O)N(c3cccc(C(F)(F)F)c3)C(=O)C12 (stereo not drawn)
i	-4.62*	COc1ccc(-c2noc(CCC(=O)NCCCN3CCC(Cc4ccccc4)CC3)n2)cc1
i	-1.36	c1ccc(-c2ccccc2OCc2nnc3n2CCC3)cc1
i	1.04	CCN(CC)CCCN1C(=O)C(=O)/C(=C(/O)c2ccccc2)C1c1cc(OC)ccc1OC (stereo not drawn)
i	-1.86	N/C(=N\OC(=O)COc1cc(Cl)c(Cl)cc1Cl)c1ccccn1
i	-0.67	CC(=O)c1cccc(NC(=O)c2ccc(N(Cc3ccccc3)S(C)(=O)=O)cc2)c1
i	-0.07	CCCc1c(C)c2cccc(C)c2[nH]c1=O
i	-0.79	COc1ccc(Cc2nc3ccc(C(=O)N(C)C(C)c4nccs4)cc3o2)cc1 (stereo not drawn)
i	-0.12	Cc1cccc(-c2onc3ccc(C(=O)/C=C/N(C)C)cc23)c1
i	-0.3	CCC(C(=O)OC)n1cnc2c(cnn2-c2ccc(Cl)cc2)c1=O (stereo not drawn)
i	-1.92	Cc1cnc(C(=O)OCC(=O)Nc2ccc(Cl)cn2)cn1
i	-0.11	Cc1ccc(N(Cc2ccccc2)C(=O)c2ccc(Cl)c(S(=O)(=O)N3CCOCC3)c2)cc1
i	0.16	Cc1cc(N2CCOCC2)nc2ccc(NC(=O)CCC(=O)N3CCN(c4ccccc4F)CC3)cc12
i	-0.3	O=C(Nc1ccccc1-c1nnn(CC(=O)N2CCc3ccccc3C2)n1)C1CCC1
i	2.23	Cc1cccn2c(=O)c(C(=O)NCCCN3CC(C)CC(C)C3)c(O)nc12 (stereo not drawn)
i	-6.79*	Cc1nc2scc(-c3ccccc3)c2c(=O)n1N=C1C=CC(=O)C=C1
i	1.13	CC(=O)NN1C(=O)c2ccccc2NC1c1ccccn1 (stereo not drawn)
i	0.07	Nc1ccc(C(=O)OCc2nc3ccccc3[nH]2)cc1
i	0.8	CCc1cc2cc(C)c(C)cc2nc1SCC(=O)NNC(=O)c1ccco1
-7.26*	0	O=C(COC(=O)C1(c2ccc(Cl)cc2)CCCC1)N1CCc2ccccc21
i	0.02	O=C(NCN1C(=O)C2C3C=CC(C3)C2C1=O)Nc1nncs1 (stereo not drawn)
i	-0.98	Cc1cccc(/C=N/NC(=O)Cn2nc(C)cc2C)n1
i	-0.01	Cc1cc(=O)[nH]c(SCC(=O)Nc2nonc2C)n1
i	0.46	CCN(CCCNC(=O)CCCOc1cc(=O)n(C)c2ccccc12)Cc1ccccc1
i	0.01	CC(=O)c1cc2c(C)c(C(=O)c3ccccc3)oc2cc1O
i	-1.88	O=C(/C=C/c1ccc(Cl)cc1)NC(=S)Nc1ccc(C(=O)O)cc1

Next results.
KCNQ2 block	Kir21 block	smiles
i	-0.12	O=C(CN1CCN(c2ccccn2)CC1)Nc1cccc(S(=O)(=O)N2CCCC2)c1
i	0.4	Cc1ccc(C(=O)O/N=C(\N)c2ccc(Br)cc2)cc1
i	0.24	CC(=O)Nc1nc(SCc2ccc(Cl)cc2Cl)n[nH]1
i	-1.76	CCC1(C)CC(c2nc(-c3ccc(OC)cc3)cs2)CCS1 (stereo not drawn)
i	-0.32	Cc1ccccc1NC(=O)Cc1nc(COC(=O)c2cc([N+](=O)[O-])ccc2NCCO)cs1
i	-1.23	O=C(c1nn(-c2ccccc2)c(=O)c2ccccc12)N1CCN(c2ccccn2)CC1
i	-1.25	Cc1cccc(C(=O)NC2=NCCS2)c1
i	-0.21	c1ccc(-n2nnnc2SCCCSc2nc3ccccc3s2)cc1
i	-0.3	Cc1cc(Cn2nc(-c3ccccc3)cc2C(=O)NCc2cccc(C(F)(F)F)c2)on1
i	0.73	COc1ccc(Cl)cc1C(=O)n1nc(C)cc1C
i	-0.09	COc1ccc(NC(=O)c2ccc(NC3=NC4CS(=O)(=O)CC4S3)cc2)cc1 (stereo not drawn)
i	-0.08	Cc1ccc2oc(C(=O)N3CCN(C)C[C@@H]3C(C)C)c(C)c2c1
i	0.01	COc1ccc(Oc2coc3cc(OC(=O)/C=C/c4ccccc4)ccc3c2=O)cc1
i	2.14	COc1ccc(CCC(C)Nc2cccc(F)c2)cc1 (stereo not drawn)
i	1.38	COc1ccccc1N1CCN(C(=O)c2sc3nc(C)nc(N4CCN(c5ccccn5)CC4)c3c2C)CC1
i	-0.9	NC(=O)CSc1nc2ccccc2c(=O)n1Cc1ccco1
i	0.01	COc1ccc(CCN=Cc2c(C)[nH]n(-c3ccc([N+](=O)[O-])cc3)c2=O)cc1OC
i	-0.68	CCCCN(Cc1cc2cccc(C)c2[nH]c1=O)S(C)(=O)=O
i	0.98	CC1(C)CC(NC(=O)c2c(N)no[n+]2[O-])CC(C)(C)N1
i	0.46	Cc1ccnc(NC(=O)COc2ccc3c(c2)CCC3)c1
i	-0.19	O=[N+]([O-])c1ncccc1OCc1ccc(-c2ccccc2)cc1
i	0.45	CC(C)CN(C(=O)c1cccc(S(=O)(=O)N2CCN(c3ccc(F)cc3)CC2)c1)C1CCS(=O)(=O)C1 (stereo not drawn)
i	0.16	Cc1ccc(Nc2nc(-c3cccnc3)cs2)cc1Cl
i	0.07	CCOC(=O)CN1C(=O)/C(=C/c2cccc(Br)c2)Oc2ccccc21
i	-0.35	O=S(=O)(c1ccc2oc3ccc(S(=O)(=O)N4CCCCC4)cc3c2c1)N1CCCCC1

Copied from the list.
Entry of Cc1ccnc(NC(=O)COc2ccc3c(c2)CCC3)c1 in Kir21 block: 0.46
Entry of COc1ccc(NC(=O)c2ccc(NC3=NC4CS(=O)(=O)CC4S3)cc2)cc1 (stereo not drawn) in Kir21 block: -0.09
Entry of CC(C)CN(C(=O)c1cccc(S(=O)(=O)N2CCN(c3ccc(F)cc3)CC2)c1)C1CCS(=O)(=O)C1 (stereo not drawn) in Kir21 block: 0.45

Reformatted: three of the compounds above.
> Cc1cccc(C(=O)NC2=NCCS2)c1
  KCNQ2 block: i
  Kir21 block: -1.25

> c1ccc(-n2nnnc2SCCCSc2nc3ccccc3s2)cc1
  KCNQ2 block: i
  Kir21 block: -0.21

> Cc1cc(Cn2nc(-c3ccccc3)cc2C(=O)NCc2cccc(C(F)(F)F)c2)on1
  KCNQ2 block: i
  Kir21 block: -0.3

(next part)
KCNQ2 block	Kir21 block	smiles
i	0.04	O=c1[nH]c(CSc2nc(-c3ccc(F)cc3)cs2)nc2ccccc12
i	0.31	O=C(c1ccc(NC2=NC3CS(=O)(=O)CC3S2)cc1)N1CCN(c2ccccc2F)CC1 (stereo not drawn)
i	0.59	N/C(=N\OC(=O)C12CC3CC(CC(C3)C1)C2)c1cccnc1
i	0.83	COc1ccc(C2=CC(c3sccc3C)n3nnnc3N2)cc1 (stereo not drawn)
i	-1.67	COc1cccc(/C=C2/CN(C)CC3=C2OC(N)=C(C#N)C3c2cccc(OC)c2)c1 (stereo not drawn)
i	-1	CCOc1ccccc1N(CC(=O)NCc1ccncc1)S(=O)(=O)c1ccccc1
i	-6.64*	Clc1ccccc1CSc1nncn1NC/C=C/c1ccccc1
i	0.03	Oc1ccc(C[C@H]2CNCCN2CCc2cccc(F)c2)cc1
i	0.86	COc1ccc(C2(c3ccc(OC)cc3)NC(=O)N(Cn3nnc4ccccc4c3=O)C2=O)cc1
i	0.18	O=C(Nc1nc2ccccc2s1)c1c(F)cccc1Cl
i	-0.57	COC(=O)c1ccc(CNCC(O)COc2ccc(-c3ccccc3)cc2)cc1 (stereo not drawn)
i	-3.24	CCCCN(C)CCNC(=S)Nc1ccc2nc(N3CCN(CC)CC3)cc(C)c2c1
i	1.3	Cc1ccc(S(=O)(=O)c2c[nH]c3ccc(Cl)cc3c2=O)cc1
i	-0.79	Cc1ccc(C(=O)OCC(=O)N(C)c2c(N)n(Cc3ccccc3)c(=O)[nH]c2=O)s1
i	-1.05	CCN(CC)S(=O)(=O)c1ccc2nc(NC(=O)c3ccco3)sc2c1
i	-0.96	O=C1CC(/C=C/c2ccccc2)=Nc2ccccc2N1
i	0.02	CCN1C(=O)[C@H]2[C@@H](c3ccc(OC)cc3)N3C(=O)CN(CC4CC4)C(=O)[C@@]3(C)[C@H]2C1=O
-6.3*	-0.02	O=C(NCCOc1ccc(Cl)cc1)c1ccc2ccccc2n1
i	-0.61	CC(c1ccon1)N(C)Cc1c(C(=O)N(C)Cc2ccccc2)nc2ccccn12 (stereo not drawn)
i	-0.03	Cc1ccc(NC(=O)NNC(=O)C2CC(c3cccnc3)=NO2)cc1 (stereo not drawn)
i	1.27	CNC(=O)NC(=O)COC(=O)CCCSc1nc2ccccc2s1
i	-0.35	CCn1c(=O)c(=O)[nH]c2cc(C(=O)N3CCN(c4ccccc4F)CC3)ccc21
i	3.23	COCc1cc(OC)nc(-c2csc(C)n2)n1
i	-0.48	CC(=O)c1ccccc1OCCn1nc(C(=O)O)c2ccccc2c1=O
i	-1.01	Cc1ccc(S(=O)(=O)N(C)c2ccc(OCC(=O)O)cc2)cc1
i	-0.2	CN(C)C(=O)c1ccc(NC(=O)COC(=O)/C=C/c2cccs2)cc1
i	-0.65	O=C(NCc1nc2ccccc2[nH]1)C1=C[C@@H](C2CC2)C[C@@H](OCc2ccc(CO)cc2)O1
i	-0.16	CS(=O)(=O)c1ccc(C(=O)OCC(=O)N(CCc2ccccc2)Cc2ccccc2)cc1
i	-1.25	COc1ccc(Br)cc1C(=O)Nc1ccc(N2CCN(S(C)(=O)=O)CC2)cc1
i	-0.14	O=C(Nc1ccc(F)cc1F)Nc1ccc(F)cc1F
i	1.04	COC(=O)CSc1nc2sc(C)c(C)c2c(=O)n1C
i	-0.1	CCCc1cc(=O)oc2c3c(cc(OCC(=O)NCCN4CCOCC4)c12)OC(C)(C)CC3
i	1.05	CCC(C)(C)n1nnnc1C(c1cc2cc(C)ccc2[nH]c1=O)N1CCCc2ccccc21 (stereo not drawn)
i	-1.89	CCN(CC)C(=O)c1ccc(-c2nnc(Nc3cccc(O)c3)c3ccccc23)cc1
i	-3.12	COc1cc(C)c(CNc2cc(C)cc(C)c2)cc1C
i	2.15	CC(=O)Nc1ccc(NC(=O)CNC(=O)COc2ccccc2)cc1
i	0.87	CCOCC(=O)Nc1ccc(F)c(F)c1
i	-0.37	Cc1cc(C)c(S(=O)(=O)NCCCN2CCOCC2)cc1Br
i	1.31	O=C(NCc1ccccc1C(F)(F)F)C1CC(c2ccc(C(F)(F)F)cc2)=NO1 (stereo not drawn)
i	0.25	CCOc1cc(CNc2ncn[nH]2)ccc1OCC(=O)NC(C)(C)C
i	-0.52	COc1cc(CC(=O)Nc2sc3c(c2C(N)=O)CCCC3)cc(OC)c1OC
i	0.44	COc1cccc(NC(=O)C(Sc2nnc(Nc3ccccc3C)s2)c2ccccc2)c1 (stereo not drawn)

Shown as a hit in Kir21 block, among the entries above:
KCNQ2 block	Kir21 block	smiles
i	-4.62*	COc1ccc(-c2noc(CCC(=O)NCCCN3CCC(Cc4ccccc4)CC3)n2)cc1
i	-6.79*	Cc1nc2scc(-c3ccccc3)c2c(=O)n1N=C1C=CC(=O)C=C1
i	-6.64*	Clc1ccccc1CSc1nncn1NC/C=C/c1ccccc1

From PubChem BioAssay
